GLP1R cytotox: cytotoxic in the GLP-1 receptor inverse agonist counter-screen | HEK293 cAMP-luciferase reporter cells, luminescence, 24 h | Potency, µM (doses to about 38.3 µM), for inactives: at the top dose activity change, negative = inhibition, hits mostly inhibitors | actives 0.13% (n = 410,000) | AID 624418;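 note: loss of luciferase light is scored as toxicity; potency is the fitted concentration of half-maximal effect; % is set by controls: 0 for no effect and ±100 for the full control effect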
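Quantitative HTS format, 1536 wells, 200 cells/uL seeded. Compounds: 23 nL, 24 h, 37 °C. Detection: luciferase reagent, luminescence at 12 min RT; decreased signal taken as cytotoxic.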
Abeta rescue: restores growth of yeast expressing A-beta42 peptide; yeast expressing A-beta42, growth rescue, OD600, 48 h; response scale: 0% DMSO, 100% iron-clioquinol control; Potency, µM (highest dose often 46.1 µM), for the others: at the highest dose growth rescue, usual class: activators; actives 0.063% (n = 410,000); note: potency is the fitted concentration of half-maximal effect; nearly all actives have a fitted effect of over 55% in size
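Yeast A-beta toxicity model in growth medium with pinned compounds, 48 h at 30 C; growth read as absorbance at 600 nm. Normalized to FeCl3/clioquinol equimolar mix (positive) and DMSO (negative).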
TDP43 rescue: rescues yeast growth from TDP-43 toxicity. TDP-43 expressing yeast growth rescue, BacTiter-Glo, 24 h. Potency, µM (series often up to 46.1 µM), without a hit: at the highest dose growth rescue (activation), most hits filed as activators. actives 1.8% (n = 410,000). AID 652104; note: potency is the fitted concentration of half-maximal effect; % of control where 0% means no effect; nearly all actives have a fitted effect of over 50% in size
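Galactose-induced TDP-43 yeast, OD600=0.02, compound pinned; 24 hr, 30 deg C; BacTiter-Glo luminescence for growth. Inhibitors of TDP-43 toxicity read as activators.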
aSyn rescue: alpha-synuclein toxicity inhibition in yeast; Yeast expressing alpha-synuclein, growth rescue, BacTiter-Glo, 24 h; Potency, µM (titrated, usually from 46.1 µM), without a hit: at the top dose growth rescue (activation), actives largely listed as activators; actives 0.14% (n = 370,000); note: potency is the fitted concentration of half-maximal effect; % of control where 0% means no effect; nearly all actives have a fitted effect of over 65% in size
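Rescue of yeast growth: cells expressing toxic alpha-synuclein, induced in galactose at OD600 0.02, incubated with compound 24 h at 30 C. ATP luminescence quantified growth; inhibitors of toxicity appear as activators.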
Akt phos inh: blocks phosphorylation of Akt | Neuro2A IGF-stimulated pAkt S473 HTRF, 20 min; stronger effect = lower value | activity change, % for hits at 50 µM | actives 0.32% (n = 360,000); in the data active = activity change below about -80%; inconclusive = mostly about -51% to -80%; note: % is set by controls: 0 for no effect and ±100 for the full control effect
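Single-point screen (50 µM final compound) in Neuro2A cells stimulated 20 min with 6 nM IGF at 37 deg C. After lysis, Ser473-phosphorylated Akt read by HTRF (ex 330 nm, em 615/665 nm) as the 665/615 ratio.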
MmCpn inh: M. maripaludis TRiC chaperonin inhibition. purified Mm-Cpn ATPase, ADP Transcreener TR-FRET. Potency, µM (series often up to 76.9 µM), without a hit: at the top dose activity, negative = inhibition, most hits filed as inhibitors. actives 0.031% (n = 330,000); note: potency is the fitted concentration of half-maximal effect; % is set by controls: 0 for no effect and ±100 for the full control effect; nearly all actives have a fitted effect of over 80% in size
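Purified archaeal chaperonin (25 nM final) was preincubated with compound for 10 min at 37°C, then ATP (10 uM final) was added for 30 min at 37°C in Tris pH 7.4/KCl/MgCl2/DTT buffer. ADP was quantified by HTRF Transcreener TR-FRET.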
GLP1R inv ag: GLP-1 receptor (human) inverse agonism; P43220; HEK293 GLP-1R CRE-luciferase, luminescence, 24 h; GLP-1R form is constitutively active; Potency, µM (highest dose often 38.3 µM), inactives show at the highest dose activity change, negative = inhibition, usual class: inhibitors; actives 1.6% (n = 410,000); AID 624417; note: potency is the fitted concentration of half-maximal effect; % is set by controls: 0 for no effect and ±100 for the full control effect; nearly all actives have a fitted effect of over 55% in size
Target sequence (P43220 whole entry, looked up): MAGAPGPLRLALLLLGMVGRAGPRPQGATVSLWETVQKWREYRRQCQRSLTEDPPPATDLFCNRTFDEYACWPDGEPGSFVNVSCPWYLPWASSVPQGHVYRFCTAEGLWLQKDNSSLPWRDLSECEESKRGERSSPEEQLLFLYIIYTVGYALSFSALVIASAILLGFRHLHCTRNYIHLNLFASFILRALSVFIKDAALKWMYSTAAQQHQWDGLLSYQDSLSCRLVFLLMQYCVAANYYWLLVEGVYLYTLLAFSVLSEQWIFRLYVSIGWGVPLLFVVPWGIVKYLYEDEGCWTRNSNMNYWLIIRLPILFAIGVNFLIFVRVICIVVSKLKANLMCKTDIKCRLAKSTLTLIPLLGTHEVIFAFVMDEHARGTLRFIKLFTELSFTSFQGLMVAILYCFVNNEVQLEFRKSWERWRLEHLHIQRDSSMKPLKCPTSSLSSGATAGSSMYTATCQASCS
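Readout was luciferase luminescence, measured 12 min after detection reagent at room temperature. Beforehand, GLP-1R reporter HEK293 cells had sat 12 h, then received compounds for 24 hr at 37 deg C.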
PTHR1 ag: agonists of human PTHR1 parathyroid hormone receptor | HEK293 GP2 PTHR1 cells, GloSensor cAMP luminescence, 1 h | Q03431 | Potency, µM (top dose mostly 115 µM), for inactives: at the highest dose activation, actives largely listed as activators | actives 0.075% (n = 410,000) | AID 743266; note: potency is the fitted concentration of half-maximal effect; nearly all actives have a fitted effect of over 55% in size; some results filed as inactive show a strong effect at the top dose; inactives centre near -15; many of its hits are not listed in these tables
Target sequence (Q03431 whole entry, looked up): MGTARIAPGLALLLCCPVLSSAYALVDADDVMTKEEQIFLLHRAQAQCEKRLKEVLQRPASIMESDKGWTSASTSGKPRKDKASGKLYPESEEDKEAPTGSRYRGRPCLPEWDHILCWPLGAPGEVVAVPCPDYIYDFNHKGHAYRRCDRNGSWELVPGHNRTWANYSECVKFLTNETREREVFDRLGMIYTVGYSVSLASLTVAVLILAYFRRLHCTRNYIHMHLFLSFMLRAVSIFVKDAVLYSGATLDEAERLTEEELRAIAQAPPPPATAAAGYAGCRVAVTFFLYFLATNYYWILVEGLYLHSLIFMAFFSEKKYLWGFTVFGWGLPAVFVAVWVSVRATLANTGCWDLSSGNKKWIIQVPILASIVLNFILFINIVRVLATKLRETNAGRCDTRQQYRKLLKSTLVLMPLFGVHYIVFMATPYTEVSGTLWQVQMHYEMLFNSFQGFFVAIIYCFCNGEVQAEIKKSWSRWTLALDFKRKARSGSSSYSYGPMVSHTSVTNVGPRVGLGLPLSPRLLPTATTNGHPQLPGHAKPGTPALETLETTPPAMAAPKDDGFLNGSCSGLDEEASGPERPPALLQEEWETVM
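HEK-293-derived GP2 cells expressing PTHR1 and a GloSensor cAMP reporter, 3,000/well, plated overnight, given luciferin plus IBMX (each 0.5 mM as added) for 1 h at 37 °C, then compound for 1 h at 37 °C. Luminescence was read after 15 min at room temperature.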
FUS suppressor: rescues growth of FUS-expressing yeast; Potency, µM (titrated, usually from 76.6 µM), inactives show at the top dose growth rescue (activation), actives largely listed as activators; S. cerevisiae FUS-expressing, growth rescue, OD600, 24 h; actives 0.24% (n = 390,000);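 note: potency is the fitted concentration of half-maximal effect; plate controls were DMSO vehicle for no effect and reference control for full effect; nearly all actives have a fitted effect of over 55% in size; some results filed as inactive show a strong effect at the top dose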
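Toxicity suppression screen in FUS-yeast. Cells induced with 2% galactose, starting OD 0.005, treated 24hr at 30C with compounds at multiple final concentrations; growth by OD600.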
* hit, by the source's call; i = inactive; ? = inconclusive; · = not tested or not shown; [ ] = remark or other dose. Unless noted, calls come from the whole dose curve; as a rule, active = well fitted curve in the direction sought with a large enough effect; inconclusive = small, poorly fitted or top-dose-only effect, or another doubt; inactive = no such curve, though single readings can be large; an effect the other way counts as inactive or inconclusive. This is a subset; the hit share may differ from the screen's.

(1) O=S(=O)(c1ccccc1F)N(Cc1ccco1)Cc1nnc(-c2ccccc2Br)o1
(2) CCc1cc(CNC(=O)c2ccc(OC)c(OC3CCN(C(C)C)CC3)c2)on1
(3) CC1=C(C(=O)Nc2ccccc2)C(c2ccco2)NC(=S)N1 (stereo not drawn)
(4) COc1ccccc1NC(=O)Nc1nc(C(N)Cc2ccc(Cl)cc2)cs1 (stereo not drawn)
(5) O=C(NC(Cc1c[nH]c2ccccc12)C(=O)O)c1ccc2c(c1)OCO2 (stereo not drawn)
(6) COC(=O)c1ccc(CSc2n[nH]c(C)n2)o1
(7) CCCCc1nnc(NC(=O)CCS(=O)(=O)c2ccc(C)cc2)s1
(8) COc1ccc2nc(SCC(=O)NCc3ccc(OC)c(OC)c3)[nH]c2c1

entry no.	1	2	3	4	5	6	7	8
GLP1R cytotox	-2%	-3%	3%	0%	20%	4%	-9%	19%
Abeta rescue	5%	-2%	-11%	12%	-3%	9%	-7%	-15%
TDP43 rescue	?	-13%	6%	11%	4%	-4%	-3%	3%
aSyn rescue	16%	-9%	5%	-21%	-5%	-1%	1%[1.84 µM]	-4%
Akt phos inh	i	i	i	i	i	i	i	i
MmCpn inh	-1%	-9%	0%	·	-3%	-2%	-3%	2%
GLP1R inv ag	0%	-4%	-1%	?	9%	13%	?	-4%
PTHR1 ag	-11%	i	i	-21%	i	i	-16%	-39%[inhibitor]
FUS suppressor	·	15%	-3%	?	-11%	·	4%	19%

Next part (4 carried over from the part before).
(5) O=C(NC(Cc1c[nH]c2ccccc12)C(=O)O)c1ccc2c(c1)OCO2 (stereo not drawn)
(6) COC(=O)c1ccc(CSc2n[nH]c(C)n2)o1
(7) CCCCc1nnc(NC(=O)CCS(=O)(=O)c2ccc(C)cc2)s1
(8) COc1ccc2nc(SCC(=O)NCc3ccc(OC)c(OC)c3)[nH]c2c1
(9) CC(C)(C)OC(=O)NCCc1nnc(SCc2ccccc2)o1
(10) COc1cccc(NC(=O)COC(=O)CCS(=O)(=O)c2ccc(C)cc2)c1
(11) COc1ccc(C2C(C(=O)N3CCCCC3)c3ccccc3C(=O)N2C)cc1 (stereo not drawn)
(12) O=C(CCSc1nnc(-c2ccncc2)o1)Nc1ccc(Cl)cc1
(13) CCOC(=O)CN1Cc2cccc(C(=O)O)c2C1=O
(14) CC1=C(C(=O)OC2CCCCCC2)C(c2c(F)cccc2Cl)CC(=O)N1 (stereo not drawn)
(15) Cc1nc2ccc(F)cc2cc1C(=O)NC(C)C
(16) N#Cc1ccccc1S(=O)(=O)N1CCN(C(=O)C2COc3ccccc3O2)CC1 (stereo not drawn)

entry no.	5	6	7	8	9	10	11	12	13	14	15	16
GLP1R cytotox	20%	4%	-9%	19%	-1%	-6%[0.307 µM]	9%	45%[activator]	3%	-4%	-4%	-14%
Abeta rescue	-3%	9%	-7%	-15%	1%	10%	16%	-64%[inhibitor]	6%	5%	6%	14%
TDP43 rescue	4%	-4%	-3%	3%	-1%	-4%	4%	?	-12%	11µM*	-18%	11%
aSyn rescue	-5%	-1%	1%[1.84 µM]	-4%	-1%	-1%	-2%	?	0%	·	3%	0%
Akt phos inh	i	i	i	i	i	i	i	i	i	·	·	i
MmCpn inh	-3%	-2%	-3%	2%	2%	1%	0%	?	2%	·	0%	-1%
GLP1R inv ag	9%	13%	?	-4%	-24%	1%[0.307 µM]	-12%	0%	18%	?	0%	7%
PTHR1 ag	i	i	-16%	-39%[inhibitor]	-43%[inhibitor]	i	-10%[57.5 µM]	i	1%	-43%[inhibitor]	8%[57.5 µM]	i
FUS suppressor	-11%	·	4%	19%	18%	-3%	-7%	27%	0%	10%	10%	·

Only GLP1R inv ag, Abeta rescue and GLP1R cytotox, for some of the entries so far:
entry | SMILES | GLP1R inv ag | Abeta rescue | GLP1R cytotox
15 | Cc1nc2ccc(F)cc2cc1C(=O)NC(C)C | 0% | 6% | -4%
16 | N#Cc1ccccc1S(=O)(=O)N1CCN(C(=O)C2COc3ccccc3O2)CC1 (stereo not drawn) | 7% | 14% | -14%

Continuation.
(17) CN(C)S(=O)(=O)c1ccc(NC=C(C#N)C#N)cc1
(18) O=C(COc1ccc(S(=O)(=O)N2CCCCC2)cc1)N1CCCC1
(19) CS(=O)(=O)N(CC(=O)Nc1ccccc1C(=O)N1CCCC1)c1cccc([N+](=O)[O-])c1
(20) CCOC(=O)C1CCN(S(=O)(=O)c2ccc3c(ccn3C)c2)CC1
(21) O=C(Nc1cc(Cl)ccc1Oc1ccccc1)c1ccccc1F
(22) CC1CCCN(S(=O)(=O)c2ccc(C(=O)Nc3ccccc3-c3nc4ccccc4[nH]3)cc2)C1 (stereo not drawn)
(23) COc1ccc(C2CC(=O)C3=C(C2)Nc2ncnn2C3c2ccccc2C)c(OC)c1 (stereo not drawn)
(24) COc1ccccc1C1=NN(C2=NN=C(N)Cc3ncnn32)C(O)(C(F)(F)F)C1 (stereo not drawn)

entry no.	17	18	19	20	21	22	23	24
GLP1R cytotox	14%	0%	0%	13%	31%[activator]	0%	-2%	-8%
Abeta rescue	8%	-2%	9%	-9%	-26%	-15%	15%	-2%
TDP43 rescue	-6%	4%	16%	6%	-8%	-14%	4%	0%
aSyn rescue	-15%	4%	5%	-2%	-12%	-4%	-2%	-3%
Akt phos inh	i	i	i	i	i	i	i	i
MmCpn inh	-1%	-1%	0%	-8%	2%	0%	2%	-1%
GLP1R inv ag	0%	9%	-9%	7%	?	14%	5%	-4%
PTHR1 ag	-35%[inhibitor]	-12%	i	-21%	-13%	i	-3%[57.5 µM]	35%
FUS suppressor	19%	5%	-35%	16%	·	9%	15%	-3%

(25) CCN1CCC(NC(=O)Nc2ccc(F)cc2)CC1
(26) CCC(Oc1ccc(F)cc1)C(=O)Nc1nc2c(s1)CCCC2 (stereo not drawn)
(27) CCOC(=O)C1=C(COC(=O)c2cc(OC)c(OC)c(OC)c2)NC(=O)NC1C (stereo not drawn)
(28) COc1cc(C(C)=O)ccc1Oc1ncnc2c1cnn2-c1ccc(F)cc1
(29) Nc1ncnc2c1ncn2[C@@H]1O[C@H](CNC(=O)[C@H]2CCC(=O)N2)[C@@H](O)[C@H]1O
(30) CCOC(=O)C(C)C1(O)c2ccccc2-c2ncccc21 (stereo not drawn)
(31) Cn1c(=O)oc2cc(S(=O)(=O)N3CCC(C(=O)N4CCN(c5ccccc5)CC4)CC3)ccc21
(32) CCCCN(C)CCNC(=O)c1nn(-c2ccc(OC)c(Cl)c2)c(=O)c2c1c1ccccc1n2C

entry no.	25	26	27	28	29	30	31	32
GLP1R cytotox	-9%	-6%	3%	1%	3%	4%	3%	0%
Abeta rescue	-15%	?	-1%	2%	-5%	-2%	15%	-9%
TDP43 rescue	-17%	11µM*	21%	1%	-2%	-1%	0%	-1%
aSyn rescue	2%	·	-2%	-2%	9%	-7%	5%	·
Akt phos inh	i	·	i	i	i	i	i	·
MmCpn inh	0%	·	1%	-6%	1%	2%	-1%	·
GLP1R inv ag	-10%	?	43%[activator]	20%	6%	8%	7%	1%
PTHR1 ag	-44%[inhibitor]	-5%	-3%	0%	5%	i	-58%[inhibitor]	i
FUS suppressor	-22%	29%	16%	·	-11%	-3%	3%	-2%

(33) COc1cccc(CNC(=O)CSc2cc(C)[nH]c(=O)n2)c1
(34) CCCCN(CCCC)S(=O)(=O)c1ccc(NC(=O)c2cccs2)cc1
(35) CCN(C(=O)COC(=O)c1cc(-c2ccccc2)nn1-c1ccccc1)C1CCS(=O)(=O)C1 (stereo not drawn)
(36) OCCN(Cc1ccccc1)C(=S)NC1CCCCC1
(37) CCN(CCCNC(=O)C1CCC(=O)N1Cc1ccccc1Cl)c1cccc(C)c1 (stereo not drawn)
(38) N#Cc1ccccc1OCC(=O)OCC(=O)NC1CCCCCC1
(39) COc1ccccc1OCCC(=O)OCC(=O)Nc1ccc(S(=O)(=O)N2CCOCC2)cc1
(40) Cn1nc(C(F)(F)F)c(CN2CC(C)(C)C2=O)c1N1CCOCC1

entry no.	33	34	35	36	37	38	39	40
GLP1R cytotox	0%	?	4%	10%	-16%	-13%	-2%	3%
Abeta rescue	-5%	16%	-1%	?	-5%	10%	-4%	9%
TDP43 rescue	8%	-29%	?	-5%	9%	17%	-5%	0%[9.22 µM]
aSyn rescue	·	-3%	3%	11%	-3%	-6%	0%	-3%
Akt phos inh	·	i	i	i	i	i	i	i
MmCpn inh	·	-2%	0%	-1%	0%	1%	-5%	2%
GLP1R inv ag	-11%	?	?	?	?	4%	0%	-8%
PTHR1 ag	-32%[inhibitor]	-94%[inhibitor]	-68%[inhibitor]	-7%	i	i	i	-16%
FUS suppressor	-11%	2µM*	-6%	5%	·	·	6%	4%
